GalR3 antagonist: human GalR3 antagonism | HEK293 GalR3-CNG cAMP membrane potential fluorescence; galR3 body fused to GalR1 C-terminus | 360,000 tested, 0.44% active | O60755 | inhibition, % at 3 µM;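 active means inhibition above the screen-wide average plus 3 SD, cut at about 13% in these data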;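 further: forskolin and galanin both at EC90 stimulate the cells; cAMP rise reported by CNG channel membrane potential dye signal; 0% = forskolin plus galanin with DMSO and 100% = forskolin alone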
Target sequence (O60755 1-299 limits assumed): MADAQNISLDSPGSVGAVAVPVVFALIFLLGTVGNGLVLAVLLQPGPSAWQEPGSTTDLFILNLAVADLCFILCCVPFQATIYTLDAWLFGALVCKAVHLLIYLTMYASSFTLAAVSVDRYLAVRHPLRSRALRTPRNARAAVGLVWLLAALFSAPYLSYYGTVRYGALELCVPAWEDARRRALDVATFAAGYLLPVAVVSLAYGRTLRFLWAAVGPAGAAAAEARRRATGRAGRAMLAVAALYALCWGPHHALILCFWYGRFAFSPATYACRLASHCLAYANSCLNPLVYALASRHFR
* marks the source's active call; other numbers are inactive results.

How did Cc1ccc(COC[C@H](CC(C)C)N2CCN(C(=O)c3cccc(C(F)(F)F)c3)CCC2=O)cc1 do in these assays?
GalR3 antagonist: -7.2

Results for CCCNC(=O)C1(C)CCCN(C(=O)c2cc(F)ccc2C)C1 (stereo not drawn) ?
GalR3 antagonist: -4.9

Results for CCCCn1nnnc1C(c1cc2ccccc2o1)N1CCN(c2ccccc2F)CC1 (stereo not drawn) ?
GalR3 antagonist: -1.2

What do the screens show for `O=C(C=Cc1ccco1)c1ccc([N+](=O)[O-])cc1`?
GalR3 antagonist: -6.4

What do the screens show for `CC(C)(C)OC(=O)C(Oc1ccccc1[N+](=O)[O-])C(=O)OC(C)(C)C`?
GalR3 antagonist: -6.3

How did Cc1ccc(CNc2ncnc3ccc(-c4ccc(CO)o4)cc23)o1 do in these assays?
GalR3 antagonist: -5.9

Results for O=C(c1ccc(Cl)c(Cl)c1)N1CCC(=O)N([C@H](COCc2ccc(Cl)cc2)Cc2ccccc2)CC1 ?
GalR3 antagonist: -8.8

How did Cc1ccc([C@@H]2CC(=O)[C@@H]3CN(S(=O)(=O)c4ccc(C)cc4)[C@H](c4ccc(Cl)cc4)C[C@@H]3N2S(=O)(=O)c2ccc(Cl)cc2)cc1 do in these assays?
GalR3 antagonist: -3.3

How did CC(=O)NCCNc1nc2cc(-c3ccc(Cl)cc3C)sc2c(=O)n1C do in these assays?
GalR3 antagonist: -5.5

How did O=C(NCc1ccccc1)C(c1ccccc1F)n1c(=O)c(-c2ccco2)nc2ccccc21 (stereo not drawn) do in these assays?
GalR3 antagonist: -6.7

What do the screens show for `CC1=C(C(=O)N2CCOCC2)CC(CC(=O)NCc2cccs2)C(=O)N1Cc1ccccc1` (stereo not drawn)?
GalR3 antagonist: -6.0

Results for O=S(=O)(Nc1ccccc1)N1CCCCC1 ?
GalR3 antagonist: -2.7

A draw from above in order of formula weight, lowest first:
Results for O=S(=O)(Nc1ccccc1)N1CCCCC1 ?
GalR3 antagonist: -2.7

What do the screens show for `O=C(C=Cc1ccco1)c1ccc([N+](=O)[O-])cc1`?
GalR3 antagonist: -6.4

What do the screens show for `CC(C)(C)OC(=O)C(Oc1ccccc1[N+](=O)[O-])C(=O)OC(C)(C)C`?
GalR3 antagonist: -6.3

More structures.
How did COc1cc(NC(=O)C2CC(c3ccccc3O)=NO2)cc(OC)c1OC (stereo not drawn) do in these assays?
GalR3 antagonist: -6.4

How did ON(CCc1ccncc1)Cc1ccccc1 do in these assays?
GalR3 antagonist: -4.8

What do the screens show for `COc1ccc(Sc2cccc(Cl)c2)c(C(=O)O)c1`?
GalR3 antagonist: -6.3

Results for COCCNC(=O)C1(C)CCCN(C(=O)c2cc(F)cc(F)c2)C1 (stereo not drawn) ?
GalR3 antagonist: -2.1

How did CCCCNC(=O)C[C@@H]1C[C@@]2(C(=O)OCC)CCCC=C2N(Cc2ccccc2)C1=O do in these assays?
GalR3 antagonist: -6.8

What do the screens show for `C[C@H]1CN([C@@H](C)CO)C(=O)CCCn2cc(nn2)CO[C@@H]1CN(C)C(=O)Nc1ccc(C(F)(F)F)cc1`?
GalR3 antagonist: -7.3

Results for C[C@H]1O[C@H](C2CCCC2)CC2=C1C(=O)OC(C)(C)O2 ?
GalR3 antagonist: -6.3

What do the screens show for `CCOC(=O)C1=CN(Cc2ccco2)S(=O)(=O)N(C)C1c1ccc(F)c(Cl)c1` (stereo not drawn)?
GalR3 antagonist: -4.8

Results for COc1cc2oc(=O)cc(-c3ccc(-c4ccc(C)cc4)cc3)c2c(OC)c1OC ?
GalR3 antagonist: -6.2

What do the screens show for `CCC(c1nnnn1-c1ccc2c(c1)OCCO2)N1CCN(C)CC1` (stereo not drawn)?
GalR3 antagonist: -2.8

What do the screens show for `CCCCn1c(N)c(N(CCC(C)C)C(=O)COC(=O)c2ccc3ccccc3c2)c(=O)[nH]c1=O`?
GalR3 antagonist: -2.5

What do the screens show for `O=C1C[C@@H]2C(=O)N(c3ccccc3)C(=O)[C@@H]2[C@@H]2CN(S(=O)(=O)c3ccccc3)[C@@H](c3ccccc3)[C@H]12`?
GalR3 antagonist: -7.4

Results for CN(CCNC(=O)c1c[nH]c2c1ccc1ccccc12)CCNC(=O)c1c[nH]c2c1ccc1ccccc12 ?
GalR3 antagonist: -7.7

Results for CCOC(=O)C1(C)CCCN1C(=O)c1ccccc1OC (stereo not drawn) ?
GalR3 antagonist: -8.2

What do the screens show for `Cc1ccc(S(=O)(=O)CCC(=O)OCC(=O)Nc2sccc2C#N)cc1`?
GalR3 antagonist: -8.0

How did COc1ccccc1-c1cnc(C(O)c2c(C)cc(C)cc2C)[nH]1 (stereo not drawn) do in these assays?
GalR3 antagonist: 2.7

How did CC(=O)Nc1cccc(OCC(=O)Nc2cccc(S(=O)(=O)N3CCCC3)c2)c1 do in these assays?
GalR3 antagonist: 1.0

Results for CC(C)[C@H](NC(=O)OC(C)(C)C)c1cc(C(=O)N[C@@H](C)c2ccccc2)c(N)s1 ?
GalR3 antagonist: 2.1

What do the screens show for `COc1ccc(C2=Nc3ccccc3N(C(=O)c3cccnc3)C2C(=O)NC2CCCC2)cc1` (stereo not drawn)?
GalR3 antagonist: 0.8

What do the screens show for `C[C@H](CO)N1C[C@H](C)[C@@H](CN(C)S(C)(=O)=O)OCc2cnnn2CCCC1=O`?
GalR3 antagonist: -1.5

How did COc1ccc(O)c(C(=O)CC(=O)c2cccnc2)c1 do in these assays?
GalR3 antagonist: -2.6

Results for COc1ccc2c(CN(Cc3ccccc3)Cc3ccccc3)cc(=O)oc2c1 ?
GalR3 antagonist: -9.4

What do the screens show for `COc1cc(=O)oc(CCC(C)O)c1C` (stereo not drawn)?
GalR3 antagonist: -6.9

How did O=C(c1ccc(N2CCCC2)c([N+](=O)[O-])c1)N1CCN(S(=O)(=O)c2ccccc2)CC1 do in these assays?
GalR3 antagonist: -1.2

5 records drawn at random from those above:
How did CC(=O)NCCNc1nc2cc(-c3ccc(Cl)cc3C)sc2c(=O)n1C do in these assays?
GalR3 antagonist: -5.5

Results for CCCNC(=O)C1(C)CCCN(C(=O)c2cc(F)ccc2C)C1 (stereo not drawn) ?
GalR3 antagonist: -4.9

How did Cc1ccc([C@@H]2CC(=O)[C@@H]3CN(S(=O)(=O)c4ccc(C)cc4)[C@H](c4ccc(Cl)cc4)C[C@@H]3N2S(=O)(=O)c2ccc(Cl)cc2)cc1 do in these assays?
GalR3 antagonist: -3.3

How did ON(CCc1ccncc1)Cc1ccccc1 do in these assays?
GalR3 antagonist: -4.8

What do the screens show for `COc1cc(=O)oc(CCC(C)O)c1C` (stereo not drawn)?
GalR3 antagonist: -6.9

Next part:
What do the screens show for `Cc1noc(C)c1-c1ccc(C(=O)Nc2ccccc2)c2occc12`?
GalR3 antagonist: 0.2

Results for COc1cc2nc3n(c(=O)c2cc1OC)-c1cc2ccccc2cc1C(=O)NC3Cc1ccccc1 (stereo not drawn) ?
GalR3 antagonist: -3.0

How did O=C1CN(S(=O)(=O)c2ccccc2Cl)CCN1 do in these assays?
GalR3 antagonist: -1.1

How did O=C1CCC[C@@H]2Cc3nc4cc5c(cc4cc3[C@@H]3CCN1[C@H]23)OCO5 do in these assays?
GalR3 antagonist: -5.9

Results for O=C(NCCN1CCC(n2c(=O)[nH]c3ccccc32)CC1)c1ccc(OC(F)(F)F)cc1 ?
GalR3 antagonist: -5.6

How did CSc1ncnc2c1ncn2CCCNCC1CCCCC1 do in these assays?
GalR3 antagonist: -5.8

What do the screens show for `COC(=O)C1=C(C)N(Cc2ccc(F)cc2)C(=S)NC1c1cccc(Cl)c1` (stereo not drawn)?
GalR3 antagonist: -4.5

Results for O=C(NCCc1c[nH]c2ccccc12)c1ccc([N+](=O)[O-])o1 ?
GalR3 antagonist: -4.0

Results for Nc1[nH]c(C(=O)c2ccccc2)c(-c2ccccc2[N+](=O)[O-])c1C(=O)NCCc1c[nH]c2ccccc12 ?
GalR3 antagonist: -1.8

Results for CCCc1nc2c(C)cc(Br)cn2c1Cc1cccc(F)c1 ?
GalR3 antagonist: -5.9

How did Cc1cccc(C)c1NC(=O)C1(C)CSCC(=O)N1Cc1ccco1 (stereo not drawn) do in these assays?
GalR3 antagonist: -5.1

Results for CCC(=O)OC1(C(C)=O)CCC2C3CCC4=CC(=O)CCC4(C)C3CCC21C (stereo not drawn) ?
GalR3 antagonist: -6.9

Results for C=C1[C@@H](C)CN[C@@H]1CCO ?
GalR3 antagonist: -5.9

What do the screens show for `Cc1cn([C@H]2C[C@H](O)[C@@H](/C=C/C(=O)NCCc3ccc4ccccc4c3)O2)c(=O)[nH]c1=O`?
GalR3 antagonist: -5.5

What do the screens show for `CC(=O)N1CCN(C(=O)c2cc(S(=O)(=O)N3CCN(c4ccccc4)CC3)ccc2Cl)CC1`?
GalR3 antagonist: 2.4

What do the screens show for `CCCCN1C(=O)C(CC(=O)NCCc2ccccn2)CC(C(=O)N(C)C)=C1C` (stereo not drawn)?
GalR3 antagonist: -4.1

How did CC(C)C[C@@H](CNCC(=O)[C@H](Cc1c[nH]c2ccccc12)NC(=O)c1[nH]cnc1C(=O)N[C@@H](C)CN)NC(=O)c1nc[nH]c1C(=O)N[C@@H](Cc1ccccc1)C(=O)O do in these assays?
GalR3 antagonist: -2.3

How did Nc1nccc(N2CCCCC2)n1 do in these assays?
GalR3 antagonist: -5.3

How did COC1OC(c2ccccc2)=C(c2cnc(N)nc2)c2ccc(F)cc21 (stereo not drawn) do in these assays?
GalR3 antagonist: -9.8

How did COc1ccc(S(=O)(=O)N(C)C[C@H]2OCCCC[C@H](C)Oc3ccc(NC(=O)Nc4ccc(F)cc4)cc3C(=O)N([C@H](C)CO)C[C@H]2C)cc1 do in these assays?
GalR3 antagonist: -4.9

What do the screens show for `CCCN(C)C1CN(Cc2cn(Cc3ccc(Cl)cc3)nn2)S(=O)(=O)C1` (stereo not drawn)?
GalR3 antagonist: -6.9

What do the screens show for `COc1ccc(C(CNC(=O)CNC(=O)c2cccc(C)c2)N2CCCCC2)cc1` (stereo not drawn)?
GalR3 antagonist: -4.2

What do the screens show for `CCOC(=O)Nc1cc(=O)c([N+](=O)[O-])c(N)[nH]1`?
GalR3 antagonist: -5.1

Results for COc1cccc(NC(=O)N2CCc3nc(Nc4cc(Cl)cc(Cl)c4)ncc3C2)c1 ?
GalR3 antagonist: -3.0

Results for CN(CCc1ccccc1)C(=O)c1cccc(NC(=O)Cc2cccc(NC(=O)C3CCCN(C(=O)CCc4ccccc4)C3)c2)c1 (stereo not drawn) ?
GalR3 antagonist: -3.2

How did O=C(NCc1ccccc1)c1cccc2c(-c3cccnc3)coc12 do in these assays?
GalR3 antagonist: -5.5

How did COc1cccc(C(C#N)NCCCNC(C#N)c2cccc(OC)c2OC)c1OC (stereo not drawn) do in these assays?
GalR3 antagonist: -4.2

How did CC(C)NC(=O)N(C)C[C@H]1Oc2cc(Br)ccc2S(=O)(=O)N([C@H](C)CO)C[C@H]1C do in these assays?
GalR3 antagonist: -6.2

How did CCN(CC)c1ccc(C=C2SC(=S)NC2=O)cc1 do in these assays?
GalR3 antagonist: -3.6

What do the screens show for `COc1ccccc1C(=O)NCC(=O)OCc1nnc(-c2ccccc2)o1`?
GalR3 antagonist: -2.9

What do the screens show for `O=C1CCCN1C1CCN(Cc2ccccc2)S(=O)(=O)N1` (stereo not drawn)?
GalR3 antagonist: -6.4

How did C[C@@H]1CN([C@@H](C)CO)C(=O)c2ccccc2-c2ccccc2CO[C@@H]1CN(C)S(=O)(=O)c1ccc(C(F)(F)F)cc1 do in these assays?
GalR3 antagonist: -5.2

How did C(=NN1CCCCCC1)c1ccccc1 do in these assays?
GalR3 antagonist: -5.3

How did Cc1cccc(C)c1-n1nnnc1C(c1cccc2ccccc12)N1CCN(C/C=C/c2ccccc2)CC1 (stereo not drawn) do in these assays?
GalR3 antagonist: -5.1

Results for NC(=O)[C@@H]1CCCN1C(=O)[C@@H](Cc1ccccc1)NC(=O)[C@H]1O[C@@H](n2ccc(N)nc2=O)[C@H](O)[C@@H]1O ?
GalR3 antagonist: 3.5

Results for O=C(C=Cc1ccccc1)c1cccs1 ?
GalR3 antagonist: -5.1

Results for CC(C)CC(NC(=O)OCc1ccccc1)C(=O)NC(Cc1ccccc1)C(=O)CCl (stereo not drawn) ?
GalR3 antagonist: -4.3

What do the screens show for `CCOC(=O)C1(C)CCCCN1C(=O)c1ccnc(Cl)c1` (stereo not drawn)?
GalR3 antagonist: -6.8

What do the screens show for `CCCCCCCCN1C(=O)[C@H](CC(=O)NCc2cccc3ccccc23)C[C@@]2(C(=O)OCC)CCC=C12`?
GalR3 antagonist: -7.5

What do the screens show for `COc1cccc(C(=O)c2c(-c3ccccc3)ncc3cc(OC)c(OC)cc23)c1`?
GalR3 antagonist: -1.9

What do the screens show for `Cc1ccc(Cc2c(-c3ccc(Cl)cc3)nc3c4ccccc4ccn23)cc1`?
GalR3 antagonist: -6.4

Results for O=C1NCCN(CC2CCN(CCC3CCCC3)CC2)C1=O ?
GalR3 antagonist: -4.9

Results for CC(=O)c1cc2c(cc1NC(=O)CSc1nnc(C3CC3)n1C)OCO2 ?
GalR3 antagonist: -4.1

How did COc1ccc2[nH]c3c(c2c1)CCN1C(=O)C(CC(=O)NCc2ccco2)C[C@H](C(=O)N2CCOCC2)[C@@]31C (stereo partly drawn) do in these assays?
GalR3 antagonist: -5.6

Results for COc1ccc(CCNC(=O)c2ccccc2NC(=O)CN2CCN(c3ccccc3O)CC2)cc1 ?
GalR3 antagonist: -3.7

Results for CCc1cc(C(=O)N2CCN(C(=O)c3ccccc3)CC2)sc1C ?
GalR3 antagonist: -0.9

What do the screens show for `O=C(NCc1ccc(Cl)cc1)C1CCN(C(=O)c2ccc(Cl)cc2)CC1`?
GalR3 antagonist: -6.8

What do the screens show for `O=C(COC(=O)C1(c2ccccc2F)CCCC1)N1CCNC1=O`?
GalR3 antagonist: -1.7

Results for COCOCCn1cc(CN2CCS(=O)(=O)N(Cc3ccc(-c4ccc(C)cc4)cc3)C(CC(C)C)C2=O)nn1 (stereo not drawn) ?
GalR3 antagonist: -3.5

Results for COc1ccc(C(=O)c2[nH]c(N)c(C(=O)c3c[nH]c4ccccc34)c2-c2ccc(OC)cc2)cc1 ?
GalR3 antagonist: -4.0

Screening results deposited in PubChem by The Scripps Research Institute Molecular Screening Center.

This is a subset; the hit share may differ from the screen's.
